# Screening data as filed in PubChem.
# OX1R antag-1: blocks the human orexin 1 receptor; O43613; CHO/OX1R cells, Fluo-8 calcium fluorescence, orexin A; inhibition, % at 5 µM; hit rate 0.43% among 330,000; AID 434989;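 active = inhibition above its plate's threshold, mean inhibition of all tested compounds on the plate plus 3 SD, cut at about 37% in these data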;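 note: 0% = orexin A challenge wells and 100% = SB-334867-A antagonist wells; not every result past the cut was called active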
# Target sequence (O43613 whole entry, looked up): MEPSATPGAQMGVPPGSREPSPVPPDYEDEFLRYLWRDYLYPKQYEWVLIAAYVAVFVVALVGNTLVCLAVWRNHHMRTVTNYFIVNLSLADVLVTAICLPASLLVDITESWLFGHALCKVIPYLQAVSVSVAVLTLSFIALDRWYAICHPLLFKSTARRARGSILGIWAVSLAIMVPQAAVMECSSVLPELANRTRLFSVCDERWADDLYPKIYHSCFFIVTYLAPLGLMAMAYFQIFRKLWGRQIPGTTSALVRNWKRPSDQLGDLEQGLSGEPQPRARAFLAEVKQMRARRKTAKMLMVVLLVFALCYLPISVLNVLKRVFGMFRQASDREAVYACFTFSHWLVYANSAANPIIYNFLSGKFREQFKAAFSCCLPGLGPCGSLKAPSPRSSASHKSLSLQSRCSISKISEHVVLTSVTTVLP
# OX1R antag-2: antagonists of human orexin 1 receptor (OX1R) | O43613 | AID 485270 | inhibition, % at 6.6 µM | hit rate 1.8% among 330,000 | OX1R-expressing cells, FRET antagonist read-out; in the data active = inhibition mostly above about 38%, no sharp cut-off; inactive = mostly below about 40%;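 note: 0% = agonist challenge alone and 100% = reference antagonist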
# The depositor's hits bear a star. This is a random part of the collection; overall some 2% were active at least once.
canonical_smiles	OX1R antag-1	OX1R antag-2
N#C/C(=C(/O)CSc1ccccc1C(=O)O)c1nc2ccccc2s1	-12	7
O=C(Cn1c(=O)c2c(ncn2C2CCCC2)n(Cc2ccccc2)c1=O)N1CCc2ccccc21	-11	59
COc1cc(OC)cc(-c2nnc(NC(=O)CCS(=O)(=O)c3ccccc3)o2)c1	-9	13
COc1cccc(CNC(=O)C(C)n2nc(C)n3c(cc4occc43)c2=O)c1 (stereo unspecified)	-32	4
CCOc1ccc(NC(=O)CC2C(=O)N(CC)C(=S)N2NC(=O)c2ccncc2)cc1 (stereo unspecified)	-14	-2
CCCS(=O)(=O)N1CCN(Cc2ccc([N+](=O)[O-])cc2)CC1	-8	11
O=C(N/N=C/c1ccccc1)c1ccc(N2CCCC2=O)cc1	-22	6
CC(C)CCC(C(=O)O)C(C)CC(=O)Nc1ccn(-c2ccccc2)n1 (stereo unspecified)	-11	16
CC(Sc1nc(N)cc(=O)[nH]1)C(=O)NNC(=O)c1cccc(Cl)c1 (stereo unspecified)	1	2
CCCN1C(=O)/C(=C\C=C2/C=CN(CC)c3ccccc32)SC1=S	1	26
O=c1cnnc(SCCc2ccccc2)[nH]1	-4	13
O=C(CSc1n[nH]c(-c2cccs2)n1)N1CCN(S(=O)(=O)c2ccc3ccccc3c2)CC1	3	41
O=C(NCCc1ccccc1)c1ccc(NCC2CCCO2)c([N+](=O)[O-])c1 (stereo unspecified)	-28	17
Cc1c(CNC(=O)c2cnn3c2NC(c2ccc(Br)cc2)CC3C(F)(F)F)cnn1C (stereo unspecified)	-16	8
Cc1ccnc(NC(=O)C2CCCN(c3ncnc4c3nc3n4CCCCC3)C2)c1 (stereo unspecified)	-32	12
CCOc1ccc(CNCc2ccc(C(=O)O)cc2)cc1OC	-14	0
COc1ccc(N(CC(=O)NCc2ccccc2)S(C)(=O)=O)cc1	-13	26
COc1ccc2cc3c(N)nn(C(=O)c4cccc([N+](=O)[O-])c4)c3nc2c1	-15	0
O=c1[nH]c(SCc2ccccc2[N+](=O)[O-])nc2nc[nH]c12	-11	6
O=C(COC(=O)Cc1c[nH]c2ccccc12)Nc1ccccc1C(F)(F)F	3	5
CCOc1ccc(NC(=O)COc2coc(CN3CCc4ccccc4C3)cc2=O)cc1	-23	4
O=C(COC(=O)/C=C/c1ccccc1)NC(=O)NC1CCCCC1	-11	5
CC(C)C(=O)Nc1ccc(NC(=O)CCc2ccccc2)cn1	-5	1
COc1ccccc1CNC(=O)[C@H](C)N1C(=O)N2CCc3c([nH]c4ccccc34)[C@@]2(C)C1=O	-22	32
C=C[C@@H]1c2ccccc2N(S(=O)(=O)c2ccc(C)cc2)[C@H](c2ccc(C(F)(F)F)cc2)C1(C#N)C#N	-26	-2
Cc1cc(C(=O)N(C)Cc2ccc(Br)cc2)no1	-15	19
CC1CCCCC1NC(=O)COC(=O)c1ccc(N(C)C)cc1 (stereo unspecified)	-26	32
O=C(CN1CCc2cc3c(cc2C1)OCCCO3)Nc1cccc([N+](=O)[O-])c1	11	21
Cc1cc(=O)oc2c(C)c(OCC(=O)NC3CCN(Cc4ccccc4)CC3)ccc12	-31	13
CCCn1c(C)cc(C(=O)COc2ccc(S(=O)(=O)N(CC)CC)cc2[N+](=O)[O-])c1C	-30	10

# A draw from above in order of count of non-hydrogen atoms, ascending:
canonical_smiles	OX1R antag-1	OX1R antag-2
COc1ccc2cc3c(N)nn(C(=O)c4cccc([N+](=O)[O-])c4)c3nc2c1	-15	0
Cc1ccnc(NC(=O)C2CCCN(c3ncnc4c3nc3n4CCCCC3)C2)c1 (stereo unspecified)	-32	12
CCCn1c(C)cc(C(=O)COc2ccc(S(=O)(=O)N(CC)CC)cc2[N+](=O)[O-])c1C	-30	10

# (listing goes on)
canonical_smiles	OX1R antag-1	OX1R antag-2
Cc1ccc(-c2csc(N3CCN(c4cc5c(cc4Cl)nc(C)n5CCN4CCCCC4)CC3)n2)cc1	-31	6
COc1ccc(C2c3ccc(O)cc3Oc3ncn(CCN4CCOCC4)c(=N)c32)cc1OC (stereo unspecified)	-19	7
CCOC(=O)C1CCCc2c1[nH]c1c(C(=O)O)cccc21 (stereo unspecified)	-5	4
CCCCC1(O)CC(C(F)(F)F)=NN1C(=O)COc1ccccc1 (stereo unspecified)	-5	13
O=C(CSc1nnnn1C1CCCCC1)Nc1nc2c(s1)CCCC2	19	-4
O=C(COC(=O)CNC(=O)c1ccccc1Cl)NC1CCCC1	18	7
CCN(CC(=O)Nc1ccc(NC(C)=O)cc1)C(=O)c1ccccc1CCc1ccccc1	-18	28
CC1=C/C(=N\NC(=O)c2cccs2)CC(C)(C)C1	0	15
COc1ccc(-c2oc3ccccc3c2C(=O)OCc2ccccc2)cc1	-30	21
C#CCOCCOCCOCCNc1nc(N2CCN(C(=O)[C@H](CO)n3cc([C@@H](N)C(C)C)nn3)CC2)nc(N2CCN(C(=O)[C@H](CCCCN)n3cc([C@@H](N)[C@H](C)CC)nn3)CC2)n1	5	7
O=C(NCC1CC1)Nc1cccc(Cl)c1	-20	6
CCOP(=O)(OCC)c1ccc2c(c1)C(=O)c1ccccc1CC2	-4	4
COc1ccc(-c2csc(N(CC3CCCO3)C(=O)c3ccc(C)cc3)n2)cc1 (stereo unspecified)	-20	17
Cn1c(SCC(=O)Nc2ccc3c(c2)OCCO3)nnc1-c1ccccn1	-21	12
O=C(NCCc1ccccc1)C1CCCN(S(=O)(=O)c2cnc[nH]2)C1 (stereo unspecified)	-7	8
CC1CCN(C(=O)CSc2ccc(-c3cccnc3)nn2)CC1	-5	9
O=C(Nc1ccc2c(c1)OCCO2)c1cccc(Cl)c1	-25	12
CCN(CC)C(=O)CC(c1cc(OC)c(OC)c(OC)c1)c1c(OC)cc(OC)c2ccc(=O)oc12 (stereo unspecified)	-39	12
COc1cc(COCC(O)CN2CCN(Cc3ccc4c(c3)OCO4)CC2)cc(OC)c1OC (stereo unspecified)	-13	11
CCc1c(C)sc(NC(=O)c2cccs2)c1C#N	-37	46
Cc1ccc(NC(=O)c2cc(=O)[nH]c3ccc(S(=O)(=O)N4CCOCC4)cc23)cc1	-6	5
O=C(COC(=O)c1ncc(Cl)c(Cl)c1Cl)NC(=O)NCc1ccccc1	-6	15
CN1CCN(NC(=O)c2cn(-c3ccccc3)nc2-c2cccs2)CC1	20	20
COc1cccc(C(=O)Nc2cccnc2)c1	-12	10
CC(C(=O)NCc1ccc2c(c1)OCO2)c1ccc([N+](=O)[O-])cc1 (stereo unspecified)	-17	14
COc1ccc(Cc2c(Cl)ncnc2Cl)cc1	-17	15
Brc1ccc(CSc2ccc3nnc(-c4cccnc4)n3n2)cc1	-24	15
O=C(NCCc1ccccn1)C(F)(F)C(F)(F)C(F)(F)C(F)(F)C(F)(F)C(F)(F)C(F)(F)C(F)F	-11	25
CCOc1cc(/C=C2\SC(=S)N(NC(=O)c3cccnc3)C2=O)ccc1O	8	53
Cc1nnc(SCC(=O)Nc2ccc([N+](=O)[O-])cc2)n1CC1CCCO1 (stereo unspecified)	-5	18

# (cont.)
SMILES,OX1R antag-1,OX1R antag-2
O=C(CSc1nc2ccccc2c(=O)n1CCCN1CCOCC1)Nc1ccc(F)c(Cl)c1,8,7
CCC(C)[C@H](NC(=O)NCc1ccc(Cl)cc1)C(=O)OC (stereo partly specified),-2,21
O=C(CN(CC1CCCO1)C(=O)CNS(=O)(=O)c1ccc(F)cc1)NCCc1ccccc1 (stereo unspecified),-22,45
O=C1CC(=C(c2ccccc2)c2ccccc2)C(=O)N1CCN1CCN(c2cccc(Cl)c2)CC1,14,20
CN(CC(=O)Nc1cc(Cl)cc(Cl)c1)Cc1cccs1,-9,21
COc1cc(C2NC(=O)NC(C)=C2C(=O)OC2CCC(C)CC2)ccc1O (stereo unspecified),-15,4
O=C(Nc1ccccc1Cl)NC1(C(=O)N2CCC(O)CC2)CCCCC1,-16,12
Cc1ccc(S(=O)(=O)N(CC(=O)NCc2ccncc2)Cc2ccccc2F)cc1,-24,19
Cc1[nH][nH]c(=O)c1/C=N/N1CCOCC1,-4,11
CCCN(Cc1nnc(-c2ccccc2Cl)o1)C(=O)c1cccc(S(=O)(=O)N2CCOCC2)c1,-31,2
c1ccc2c(c1)ncn2-c1ccc(-c2ccnc(-c3ccncc3)n2)cc1,-14,33
COc1ccc(N(CCC#N)C(=O)/C(C#N)=C/c2cccs2)cc1,-2,16
CCOc1ccc(/C=N/NC(=O)c2ccc(Cn3cc([N+](=O)[O-])cn3)o2)cc1,-16,27
S=c1[nH]nc(C2CCCCC2)n1/N=C/c1ccc(Br)cc1,-25,5
COc1ccc(Cc2nnc(NC(=O)CSc3ccc(C)cc3)s2)cc1OC,-62,11
Nc1ncc(-c2ccccc2)n1CC1CCCO1 (stereo unspecified),-7,1
O=C(Nc1ccc2nc(-c3ccc4nc[nH]c4c3)[nH]c2c1)c1cccs1,-4,12
CCCS(=O)(=O)N1CCCC(C(=O)Oc2ccc(C)c(C)c2)C1 (stereo unspecified),-18,3
CC(C)NS(=O)(=O)c1ccc(OCC(=O)Nc2ccc(F)cc2F)cc1,5,9
CCCCC(=O)NCCNc1nc2c(c(=O)n(C)c(=O)n2C)n1Cc1ccc(F)cc1,-27,12
CCOc1cc(S(=O)(=O)NCc2cccnc2)c(C)cc1C,-21,21
COc1cc(/C=C/c2ccc3cccc([N+](=O)[O-])c3n2)ccc1OCC(=O)O,-4,15
Cc1ccc(S(=O)(=O)Nc2ccc(N3CCOCC3)cc2)cc1[N+](=O)[O-],-30,23
N/C(Cc1nc(-c2ccc(F)cc2)cs1)=N\O,-15,11

# Some of these compounds in order of their number in OX1R antag-1, highest first:
SMILES,OX1R antag-1,OX1R antag-2
O=C(Nc1ccc2nc(-c3ccc4nc[nH]c4c3)[nH]c2c1)c1cccs1,-4,12
S=c1[nH]nc(C2CCCCC2)n1/N=C/c1ccc(Br)cc1,-25,5
COc1ccc(Cc2nnc(NC(=O)CSc3ccc(C)cc3)s2)cc1OC,-62,11

# (further entries)
SMILES,OX1R antag-1,OX1R antag-2
CCN1C(=O)/C(=C\C(=O)c2cccs2)c2cc(Br)ccc21,-13,9
O=C(Nc1ccc2c(c1)nc1n2CCCCC1)c1cc(S(=O)(=O)N2CCOCC2)ccc1Cl,-21,23
CCOC(=O)C1CCN(c2nc(-c3ccc(Br)cc3)nc3ccccc23)CC1,-29,21
Cc1nnc2ccc(-c3ccc(NC(=O)c4ccco4)cc3)nn12,-18,61
N#Cc1ccc(Oc2ccc(-c3cnc4ccccc4n3)cc2)cc1C#N,-4,12
O=C(CCC(=O)OCc1ccc([N+](=O)[O-])cc1)Nc1ccc(F)cc1,0,21
Cc1ccc([N+](=O)[O-])cc1S(=O)(=O)Nc1ccc(-c2ccc(N3CCCC3)nn2)cc1,-9,42
CCOC(=O)N1CCN(CC(=O)Nc2cc(OCC)ccc2OCC)CC1,-8,8
Cn1c(=O)c2c(nc(CN3CCC(C(N)=O)CC3)n2CCCc2ccccc2)n(C)c1=O,-12,13
O=S(=O)(N/N=C1\CCCc2ccccc21)c1ccccc1,5,3
Cc1nc2ccc(NC(=O)c3ccc(S(=O)(=O)N4CCOCC4)cc3)cc2s1,-19,23
N#CCc1ccc(NC(=O)c2ccc(S(=O)(=O)N3CCOCC3)cc2)cc1,-15,41

# Overlap with the part before: 3 entries, followed by the next part.
SMILES,OX1R antag-1,OX1R antag-2
O=S(=O)(N/N=C1\CCCc2ccccc21)c1ccccc1,5,3
Cc1nc2ccc(NC(=O)c3ccc(S(=O)(=O)N4CCOCC4)cc3)cc2s1,-19,23
N#CCc1ccc(NC(=O)c2ccc(S(=O)(=O)N3CCOCC3)cc2)cc1,-15,41
Cc1cc(C)n(C(=O)CCNC(=O)c2ccccc2Cl)n1,4,5
COCCCn1c(=O)c2sccc2n(Cc2ccccc2C)c1=O,-22,31
Cc1ccc(-n2c(=O)c(C#N)cc3c(=O)n4ccccc4nc32)cc1,-14,34
CCOC(=O)N1CCN(c2ccc([N+](=O)[O-])cc2)CC1,6,33
Cc1ccc(-c2csc(N(CCO)CCCn3c(C(F)(F)F)nc4cc(C(F)(F)F)ccc43)n2)cc1,-9,41
Cc1ccc(SCCC(=O)N2CCC(C)CC2)cc1,-22,7
CCN1C(=O)C2(C(C#N)=C(N)Oc3n[nH]c(COC)c32)c2ccccc21 (stereo unspecified),-14,4
CCN(CC)C(=O)c1[nH]cnc1C(=O)N[C@H](C)c1ccccc1,-19,4
COc1ccc([C@@H]2[C@@H]3C(=O)N(C(C)(C)C)C(=O)[C@@H]3[C@]3(C)C(=O)N(c4ccccc4)C(=O)N23)cc1,-25,30
CCn1c(SCC(=O)Nc2nc(-c3ccccc3)cs2)nc2c1c(=O)n(C)c(=O)n2C,-14,13
COc1ccc2nc(Cl)c(C#N)cc2c1,-16,10
Cc1ccc(SC2CCN(C(=O)C3CCC(=O)N(C4CC4)C3)CC2)cc1 (stereo unspecified),5,2
Clc1cccc(NCc2nnc(SCc3ccccc3Cl)o2)c1,5,16
Cc1ccc(NC(=O)Cc2noc3ccccc23)cc1,-7,9
CCN1CCN(C(=O)C2CCN(Cc3nc(-c4cccc(Cl)c4)oc3C)CC2)CC1,-10,21
Cc1cc(C)c(NC(=O)CN(C)C(C)C(=O)N2CCc3ccccc32)c(C)c1 (stereo unspecified),-21,1
CC(=O)c1ccc(N2Cc3ccccc3C2)cc1,-24,21
Cc1ccc(Cn2ccnc2SCC(=O)NC2CCCC2)cc1,-26,5
Cn1c(=O)c(C(=O)NNC(=O)c2ccccc2F)c(O)c2ccccc21,-10,6
Cc1nn(C)cc1CNC(=O)C1C2CCC(C2)C1C(=O)O (stereo unspecified),-1,4
CC(=O)c1ccc(N2CCN(C(=O)C3CCCN(c4ncnc5c4nc4n5CCCCC4)C3)CC2)cc1 (stereo unspecified),-30,17
Cc1nn2cc(-c3cccc(Cl)c3)cnc2c1Br,-21,44
